Source: PubChem (National Center for Advancing Translational Sciences (NCATS))
S3 lipid droplet – qHTS Assay for Lipid Storage Modulators in Drosophila S3 Cells; Drosophila S3 cells, BODIPY lipid droplet fluorescence, 18-24 h; cells fed with added oleic acid; Potency in µM for hits, for the others lipid storage change, negative = inhibition, % at the top dose, mostly 46.1 µM; hit rate 0.64% among 320,000; active = well fitted inhibition curve with a large enough effect in the signal ratio, with a control signal flat, not every such curve was filed as active; inconclusive = small, poorly fitted or top-dose-only effect, or effect the other way, or a change in a side signal; the % refers to the signal ratio
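Drosophila S3 cells got compounds at several concentrations plus oleic acid (400 uM solution). Laser-scanning cytometry with 488 nm excitation read lipid droplets at 500-530 nm and cells at 575-640 nm. Percent activity was relative to 20 uM Triacsin C.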
S3 lipid droplet cell count max – recorded beside S3 lipid droplet, whose call it bears; cell number change, %; measured here: cell count max response;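 cells counted by Cell Tracker Red CMTPX staining in the red channel; peak over a dose series mostly up to 46.1 µM; percent activity relative to internal control wells on each plate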
* marks the source's active call; other numbers are inactive results; [ ] = another dose, or the depositor's remark. % is set by controls: 0 for no effect and ±100 for the full control effect; potency is the fitted concentration of half-maximal effect.

`COc1ccc(/C=N/n2c(SC)nnc2-c2ccccc2)c(OC)c1OC` gave S3 lipid droplet 22% and S3 lipid droplet cell count max -7.
COc1cc2c(cc1OC)CN(C(=O)c1ccc3nc[nH]c3c1)CC2 was read as S3 lipid droplet inconclusive.
CCOc1cc(/C=C2/C(=O)N(c3ccccc3)N=C2C)ccc1OC(=O)c1cccs1 was read as S3 lipid droplet -14% and S3 lipid droplet cell count max -2.
Screening CCC(c1nnnn1C1CCCC1)N(Cc1cccs1)Cc1cc2cccc(C)c2[nH]c1=O (configuration not stated) returned S3 lipid droplet inconclusive.
For CCOc1cccc(C2CC(=O)Nc3cc(OC)c(OC)cc32)c1 (configuration not stated) the results were S3 lipid droplet 20% and S3 lipid droplet cell count max 25.
`COc1ccc(CNC2c3ccccc3-c3ccccc32)cc1OC` gave S3 lipid droplet 3.7µM* and S3 lipid droplet cell count max 15*.
O=C(CCCn1c(SCC(=O)c2ccc(Cl)cc2)nc2ccccc2c1=O)NCc1ccco1 was read as S3 lipid droplet inconclusive.
For O=C(CSC1=N/C(=C/c2ccco2)C(=O)N1c1ccc(OC(F)F)cc1)NC1CCS(=O)(=O)C1 (configuration not stated) the results were S3 lipid droplet inconclusive.
Screening CCN(CC)c1ccc(/C=N/NC(=O)C(O)(c2ccccc2)c2ccccc2)o1 returned S3 lipid droplet 21µM* and S3 lipid droplet cell count max -16*.
`Cc1sc2nc(C(C)C)nc(SCC(=O)N3c4ccccc4CC3C)c2c1C` (configuration not stated) gave S3 lipid droplet inconclusive.
Screening CCOc1ccccc1CN1CCN(S(=O)(=O)CC)CC1 returned S3 lipid droplet inconclusive.
`COc1cc(/C=N/Nc2ccc(C(=O)O)cc2)ccc1O` gave S3 lipid droplet 9% and S3 lipid droplet cell count max 13.
Screening CCOC(=O)c1c(-c2cccc([N+](=O)[O-])c2)csc1N returned S3 lipid droplet inconclusive.
N#Cc1c(-c2ccc(F)cc2)ccnc1N1CCOCC1 was read as S3 lipid droplet -3% and S3 lipid droplet cell count max 1.
Screening C#CCSc1cc(C(F)(F)F)nc(-c2ccccn2)n1 returned S3 lipid droplet 0%.
Screening Cn1cc(Cl)c(C(=O)N/N=C/c2ccc(OS(=O)(=O)c3ccccc3)cc2)n1 returned S3 lipid droplet -2% and S3 lipid droplet cell count max -13.
Cc1c(NC(=O)COc2cccc(F)c2)c(=O)n(-c2ccccc2)n1C was read as S3 lipid droplet -1% and S3 lipid droplet cell count max -5.
Screening CC1CCN(S(=O)(=O)c2ccc(-c3nnc(SCc4cccnc4)o3)cc2)CC1 returned S3 lipid droplet inconclusive.
For COc1cc(OC)cc(-c2c(-c3cccs3)c3cc(-c4cccc5[nH]ccc45)ccc3n2C)c1 the results were S3 lipid droplet inconclusive.
`Cc1ccccc1-c1nnc(SCC(=O)NC2CCCC2)n1C` gave S3 lipid droplet 22%.
For CCn1c(=N)c(S(=O)(=O)c2ccc(F)cc2)cc2c(=O)n3ccccc3nc21 the results were S3 lipid droplet 5% and S3 lipid droplet cell count max -14.
For CCCc1cc(C(=O)Nc2cc(C)ccc2O)no1 the results were S3 lipid droplet inconclusive.
For Cc1ccc(C(C)C)cc1C(=O)CC1(O)C(=O)N(C)c2ccccc21 (configuration not stated) the results were S3 lipid droplet 13% and S3 lipid droplet cell count max -1.
For COc1cc(OC)c2ccc(=O)oc2c1C(CCN1CCN(c2ccccc2)CC1)c1ccc2c(c1)OCO2 (configuration not stated) the results were S3 lipid droplet -1% and S3 lipid droplet cell count max -8.
For O=C(CN1CCN(Cc2ccccc2)C1=O)NCCCN1CCOCC1 the results were S3 lipid droplet inconclusive.
`CCc1ccc(C(=O)COC(=O)CNC(=O)c2ccc(N3C(=O)c4ccccc4C3=O)cc2)cc1` gave S3 lipid droplet -9% and S3 lipid droplet cell count max -6.
Cc1ccc(NC(=O)Cn2cc(C(F)(F)F)cc(Cl)c2=O)cc1S(=O)(=O)N1CCCCC1 was read as S3 lipid droplet inconclusive.
COc1ccc(C2NC(=O)NC(C)=C2C(=O)Nc2cccc(C)c2C)cc1 (configuration not stated) was read as S3 lipid droplet inactive.
`COc1ccc(C2c3ccc(O)cc3Oc3ncn(CCN4CCOCC4)c(=N)c32)cc1` (configuration not stated) gave S3 lipid droplet -12% and S3 lipid droplet cell count max -12.
Screening CCc1ccccc1-n1nnnc1SCC(=O)Nc1cc(C)on1 returned S3 lipid droplet inconclusive.
For Clc1cccc(Cl)c1COc1ccncc1 the results were S3 lipid droplet 3% and S3 lipid droplet cell count max 7.
Screening Cc1ccc(N=Nc2ccc3ccccc3c2O)cc1 returned S3 lipid droplet 0.058µM* and S3 lipid droplet cell count max 1.5*.
Screening Cc1cccc(Nc2nnc(-c3ccc(C(=O)N4C[C@H]5C[C@H](C4)c4cccc(=O)n4C5)cc3)c3ccccc23)c1 returned S3 lipid droplet inconclusive.
`COc1ccc(N(C(=O)c2snc(C(N)=O)c2N)C(C(=O)NC2CCCCC2)c2ccc(F)cc2)c(OC)c1` (configuration not stated) gave S3 lipid droplet 13µM*.
Screening Cc1ccc(CNC(=O)CCC2CCCN(Cc3cccc4c3OCO4)C2)o1 (configuration not stated) returned S3 lipid droplet -4% and S3 lipid droplet cell count max -14.
Screening CC1CC(C)CN(C(=O)COC(=O)CCc2nc3ccccc3c(=O)[nH]2)C1 (configuration not stated) returned S3 lipid droplet inconclusive.
Screening CC(Sc1n[nH]c(-c2cccs2)n1)C(=O)Nc1ccccc1F (configuration not stated) returned S3 lipid droplet inconclusive.
`N#C/C(=C(/O)COc1ccccc1)c1nc2ccccc2s1` gave S3 lipid droplet inconclusive.
`Cc1cc(OCC(=O)NC2CC2)c2c(C)c(C)c(=O)oc2c1` gave S3 lipid droplet inconclusive.
`Cc1cccc(-n2c(C)n[nH]c2=S)c1` gave S3 lipid droplet 0% and S3 lipid droplet cell count max -2.
COc1cc2c(C(=O)NC3CCCCCC3)cn(C)c(=O)c2cc1OC was read as S3 lipid droplet inactive and S3 lipid droplet cell count max 7.
Screening CC1Cc2ccccc2N1Cc1nc2scc(-c3cccs3)c2c(=O)[nH]1 (configuration not stated) returned S3 lipid droplet inconclusive.
For Cc1ccc(N2CC(C(=O)NCCN3CCOCC3)CC2=O)cc1C (configuration not stated) the results were S3 lipid droplet inactive and S3 lipid droplet cell count max 25.
For CCOc1ccccc1C(=O)Nc1nnc(SCC(=O)Nc2cc(C)on2)s1 the results were S3 lipid droplet 26%[9.22 µM] and S3 lipid droplet cell count max 14.
Screening O=[N+]([O-])c1cc(C(F)(F)F)ccc1NCCc1c[nH]c2ccc(O)cc12 returned S3 lipid droplet inconclusive.
For COC(=O)CN(c1nc(C)cc(OC)n1)S(=O)(=O)c1ccc(C)cc1 the results were S3 lipid droplet inconclusive.
`COc1ccc(N2CCN(C(c3cccs3)C(C)NS(C)(=O)=O)CC2)cc1` (configuration not stated) gave S3 lipid droplet 6% and S3 lipid droplet cell count max 18.
CC(CNC(=O)COC(=O)c1ccco1)c1ccccc1 (configuration not stated) was read as S3 lipid droplet inconclusive.
`Cc1nnsc1C(=O)NC1CCCc2c1cnn2-c1ccc(F)cc1F` (configuration not stated) gave S3 lipid droplet inconclusive.
`COC(=O)/C=C1/SC(=NC(=O)c2ccc(F)cc2)NC1=O` gave S3 lipid droplet 0%.
For Cc1ccc(C(=O)c2c3ccc(C(F)(F)F)cc3[n+]([O-])n2CCCN)cc1 the results were S3 lipid droplet inconclusive.
Nc1cc(=O)[nH]c(SCc2nc3ccccc3n2Cc2ccccc2)n1 was read as S3 lipid droplet inconclusive.
Cc1ccc(OCC(=O)Nc2cccc(S(=O)(=O)N3CCOCC3)c2)c([N+](=O)[O-])n1 was read as S3 lipid droplet -5% and S3 lipid droplet cell count max -26.
Screening c1ccc(-c2nnc(SCc3nnc(-c4cccs4)o3)o2)cc1 returned S3 lipid droplet inconclusive.
`O=[N+]([O-])c1ccc(CN2CCN(c3nc4ccccc4s3)CC2)cc1` gave S3 lipid droplet 2% and S3 lipid droplet cell count max 3.
`COc1ccc(N2CCN(C(=O)CNC(=O)c3nn(-c4ccc(OC)cc4)c(=O)c4ccccc34)CC2)cc1` gave S3 lipid droplet inconclusive.
Screening COc1ccc(C(=O)NNC(=O)c2cccc(F)c2)cc1 returned S3 lipid droplet -9% and S3 lipid droplet cell count max 15.
Screening S=C(NCCc1ccccc1)Nc1ccc(Cl)cc1Cl returned S3 lipid droplet inconclusive.
`COc1cccc2[nH]c3c(N4CCc5ccccc5C4)ncnc3c12` gave S3 lipid droplet -13% and S3 lipid droplet cell count max -23.
`O=C(NCc1ccccc1F)C1CCN(C(=O)NCc2ccccc2)CC1` gave S3 lipid droplet inconclusive.
O=C(c1ccc(OC(F)(F)F)cc1)c1ncc[nH]1 was read as S3 lipid droplet 3% and S3 lipid droplet cell count max -11.
Screening COc1cc(OC)c(NC(=O)c2ccoc2C)cc1Cl returned S3 lipid droplet inconclusive.
`O=C(NC(Cc1ccccc1)C(=O)O)/C(=C/c1ccc([N+](=O)[O-])cc1)NC(=O)c1ccccc1Br` (configuration not stated) gave S3 lipid droplet 2% and S3 lipid droplet cell count max 15.
`Cn1cccc1/C=N/NC(=O)c1sc2cc(Cl)ccc2c1Cl` gave S3 lipid droplet 9% and S3 lipid droplet cell count max 16.
O=C(Nc1c(F)cccc1F)C1CCN(C(=O)c2cccs2)CC1 was read as S3 lipid droplet inconclusive.
`CCCCN(C(=O)c1ccc(N2CCCC2=O)cc1)c1c(N)n(CCC)c(=O)[nH]c1=O` gave S3 lipid droplet inconclusive.
For CCOC(=O)c1ccc(NC(=O)c2cc(C)nc3ccccc23)cc1 the results were S3 lipid droplet inconclusive.
O=C(O)CSCC(=O)Nc1ccc(S(=O)(=O)N2CCCCC2)cc1 was read as S3 lipid droplet inconclusive.
Screening CCCN(CC(=O)Nc1ccc(F)c(F)c1F)CC(=O)Nc1c(C)n(C)n(-c2ccccc2)c1=O returned S3 lipid droplet 25% and S3 lipid droplet cell count max 1.
Cc1ccc(NC(=O)C(C)S)cc1 (configuration not stated) was read as S3 lipid droplet 2% and S3 lipid droplet cell count max 9.

Three compounds drawn at random from those above:
Screening CCCN(CC(=O)Nc1ccc(F)c(F)c1F)CC(=O)Nc1c(C)n(C)n(-c2ccccc2)c1=O returned S3 lipid droplet 25% and S3 lipid droplet cell count max 1.
Cc1ccc(NC(=O)C(C)S)cc1 (configuration not stated) was read as S3 lipid droplet 2% and S3 lipid droplet cell count max 9.
`Cn1cccc1/C=N/NC(=O)c1sc2cc(Cl)ccc2c1Cl` gave S3 lipid droplet 9% and S3 lipid droplet cell count max 16.

(next part)
For Cc1ccc2c(c1)N(C(=O)c1ccco1)C(C)(C)c1ssc(=S)c1-2 the results were S3 lipid droplet inconclusive.
For Cc1ccc[n+](C(C)C(=O)Nc2ccc(C)c([N+](=O)[O-])c2)c1 (configuration not stated) the results were S3 lipid droplet inconclusive.
Screening Cc1ccccc1OCCC(=O)N(CC(=O)Nc1ccccc1C(F)(F)F)Cc1ccco1 returned S3 lipid droplet inconclusive.
`CC(C#N)Sc1nnc(-c2ccccc2F)n1C1CC1` (configuration not stated) gave S3 lipid droplet inactive and S3 lipid droplet cell count max 7.
Screening CC1CN(C(=S)Nc2ccccc2F)CC(C)O1 (configuration not stated) returned S3 lipid droplet 1% and S3 lipid droplet cell count max -10.
CSc1nnc(-c2ccccc2SC)o1 was read as S3 lipid droplet inconclusive.
COc1cccc(C(=O)NCC2CCCO2)c1 (configuration not stated) was read as S3 lipid droplet inactive.
Screening CC(C)C(=O)Nc1cccc(C(=O)NCCc2ccc(S(N)(=O)=O)cc2)c1 returned S3 lipid droplet inactive and S3 lipid droplet cell count max -3.
Screening Cc1nn(-c2ccccc2)c(C)c1[N+](=O)[O-] returned S3 lipid droplet inconclusive.
For CC(C)CCNC(=O)C1CC(c2ccc(C(F)(F)F)cc2)=NO1 (configuration not stated) the results were S3 lipid droplet 21% and S3 lipid droplet cell count max 5.
Screening Cc1ccc(C)c(N2CCN(C(=O)CCCCCn3c(=S)[nH]c4ccc(N5CCOCC5)cc4c3=O)CC2)c1 returned S3 lipid droplet inconclusive.
`COC(=O)c1ccccc1NC(=O)CCCCCn1nnc2ccccc2c1=O` gave S3 lipid droplet 16% and S3 lipid droplet cell count max -1.
`CC(=O)c1ccc(NC(=O)C(C)OC(=O)CCN=C2NS(=O)(=O)c3ccccc32)cc1` (configuration not stated) gave S3 lipid droplet inconclusive.
For CN(CC(=O)NC1CCCCC1)S(=O)(=O)c1ccc2c(c1)c(=O)n(C)c(=O)n2C the results were S3 lipid droplet inconclusive.
CCOC(=O)c1ccc(NC(=O)CN(C)S(=O)(=O)c2ccc(OC)cc2)cc1 was read as S3 lipid droplet inactive and S3 lipid droplet cell count max 13.
CCCS(=O)(=O)n1nc(-c2ccccc2)cc1N was read as S3 lipid droplet inconclusive.

A draw from above in order of molar mass, ascending:
Screening Cc1nn(-c2ccccc2)c(C)c1[N+](=O)[O-] returned S3 lipid droplet inconclusive.
CCCS(=O)(=O)n1nc(-c2ccccc2)cc1N was read as S3 lipid droplet inconclusive.
`COC(=O)c1ccccc1NC(=O)CCCCCn1nnc2ccccc2c1=O` gave S3 lipid droplet 16% and S3 lipid droplet cell count max -1.
CCOC(=O)c1ccc(NC(=O)CN(C)S(=O)(=O)c2ccc(OC)cc2)cc1 was read as S3 lipid droplet inactive and S3 lipid droplet cell count max 13.
For CN(CC(=O)NC1CCCCC1)S(=O)(=O)c1ccc2c(c1)c(=O)n(C)c(=O)n2C the results were S3 lipid droplet inconclusive.
`CC(=O)c1ccc(NC(=O)C(C)OC(=O)CCN=C2NS(=O)(=O)c3ccccc32)cc1` (configuration not stated) gave S3 lipid droplet inconclusive.

Not all compounds are listed; rates above refer to the full screens.
